Screening data from PubChem.
Mtb FBA inh: Mtb fructose-bisphosphate aldolase inhibition; purified M. tuberculosis FBA, fluorescence read-out; 360,000 compounds, 2.3% hits; AID 588726; inhibition, % at 1 µM; P9WQA3; in the data active means inhibition above about 27%;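 further: 0% = vehicle and 100% = reference inhibitor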
Target sequence (P9WQA3 whole entry, looked up): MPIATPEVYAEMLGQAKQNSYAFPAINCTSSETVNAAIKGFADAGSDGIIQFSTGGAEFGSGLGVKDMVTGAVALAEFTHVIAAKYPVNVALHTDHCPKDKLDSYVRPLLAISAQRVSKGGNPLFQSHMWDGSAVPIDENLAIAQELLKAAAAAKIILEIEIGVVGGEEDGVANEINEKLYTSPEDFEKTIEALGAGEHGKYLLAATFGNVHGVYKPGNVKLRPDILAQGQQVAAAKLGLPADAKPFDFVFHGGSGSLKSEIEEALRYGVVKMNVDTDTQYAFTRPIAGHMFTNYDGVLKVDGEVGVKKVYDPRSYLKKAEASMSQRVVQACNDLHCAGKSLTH
BoNT-F LC inh: BoNT F light chain protease inhibition. 360,000 compounds, 0.22% hits. AID 588497. inhibition, % at 10 µM. Multiplex microsphere protease cleavage assay, flow cytometry; in the data active means inhibition above about 35%, passing the limit was not always enough; inconclusive means no clear call, values can overlap the other calls; further: plate controls were buffer without enzyme for full effect and enzyme alone for no effect
VHR inh abs: inhibitors of human VHR1 phosphatase (DUSP3); recombinant VHR phosphatase, pNPP absorbance; inhibition, % at 13.3 µM; 290,000 compounds, 0.52% hits; in the data active means inhibition above about 50%; further: some compounds called inactive have numbers as strong as hits
Target sequence (P51452 whole entry, looked up): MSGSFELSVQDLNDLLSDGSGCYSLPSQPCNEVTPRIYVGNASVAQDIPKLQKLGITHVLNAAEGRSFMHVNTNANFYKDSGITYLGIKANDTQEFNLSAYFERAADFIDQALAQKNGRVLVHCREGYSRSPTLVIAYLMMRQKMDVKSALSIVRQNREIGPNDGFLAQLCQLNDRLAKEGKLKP
CCHFV vOTU inh: blocks the CCHF virus ovarian tumor domain protease. CCHFV vOTU protease, Pep-AMC fluorescence. 370,000 compounds, 0.55% hits. AID 651958. inhibition, % at 11.5 µM; further: 0% = vehicle wells with enzyme and 100% = no enzyme wells
Mtb UGM inh: Mtb UDP-galactopyranose mutase inhibition; 320,000 compounds, 0.06% hits; inhibition, % at 10 µM; P9WIQ1; purified UGM, fluorescence polarization probe displacement; AID 504406; in the data active means inhibition above about 10%, passing the limit was not always enough; inconclusive means no clear call, values can overlap the other calls
Target sequence (P9WIQ1 whole entry, looked up): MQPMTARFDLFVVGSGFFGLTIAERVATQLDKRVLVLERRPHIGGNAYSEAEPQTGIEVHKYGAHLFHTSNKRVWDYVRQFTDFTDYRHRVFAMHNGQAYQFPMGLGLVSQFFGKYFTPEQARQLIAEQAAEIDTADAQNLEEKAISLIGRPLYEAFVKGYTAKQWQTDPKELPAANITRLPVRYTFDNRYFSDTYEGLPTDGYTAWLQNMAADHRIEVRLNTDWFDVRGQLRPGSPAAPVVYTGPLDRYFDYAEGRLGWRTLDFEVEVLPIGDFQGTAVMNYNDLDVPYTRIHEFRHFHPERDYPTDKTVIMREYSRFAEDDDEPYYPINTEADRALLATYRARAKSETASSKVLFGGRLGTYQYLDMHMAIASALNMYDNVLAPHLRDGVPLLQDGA
Rv3671c protease: inhibitors of M. tuberculosis serine protease Rv3671c; inhibition, % at 5.96 µM; 320,000 compounds, 0.048% hits; AID 2606; in the data active means inhibition above about 38%;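 further: extracellular domain of Rv3671c used as enzyme; 0% = enzyme with DMSO and 100% = no enzyme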
GDH-TPI inh: GDH-TPI coupled enzyme inhibition counter-screen; GDH-TPI coupled enzyme counterscreen, NADH absorbance; inhibition, % at 4.8 µM; 360,000 compounds, 1.2% hits; AID 588335;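 further: 0% = DMSO wells and 100% = wells lacking the enzyme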
FadD28 binding: M. tuberculosis FadD28 bisubstrate binding inhibition | 360,000 compounds, 0.22% hits | inhibition, % at 12.5 µM | AID 588549 | FadD28 bisubstrate probe binding, fluorescence polarization; in the data active means inhibition above about 8.5%, passing the limit was not always enough; inconclusive means no clear call, values can overlap the other calls
BioA inh: BioA (M. tuberculosis) enzyme inhibition. purified M. tuberculosis BioA enzyme, plate reader. inhibition, % at 9.99 µM. 360,000 compounds, 0.096% hits. AID 602481; in the data active means inhibition above about 40%; inconclusive means no clear call, values can overlap the other calls
MazEF act: MazEF (E. coli) toxin RNase activation. activation, % at 20 µM. 350,000 compounds, 0.32% hits. P0AE70. FAM/BHQ RNA-DNA oligo cleavage fluorescence, 5 h. AID 504720; in the data active means activation above about 50%
Target sequence (P0AE70 whole entry, looked up): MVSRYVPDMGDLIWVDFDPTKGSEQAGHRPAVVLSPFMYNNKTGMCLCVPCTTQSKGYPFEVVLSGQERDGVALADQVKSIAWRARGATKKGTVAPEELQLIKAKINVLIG
An asterisk follows results filed as active; ? = inconclusive; / = not tested or not shown. Unless noted, no stated cut-off is given here; in the data, active means inhibition above about 30%; inactive means the rest.

Every second line gives: Mtb FBA inh, BoNT-F LC inh, VHR inh abs, CCHFV vOTU inh, Mtb UGM inh, Rv3671c protease, GDH-TPI inh, FadD28 binding, BioA inh, MazEF act
- CCCCOc1ccc(-c2nnn(CC(=O)NCCc3c[nH]c4ccccc34)n2)cc1
    -7, -6, 9, 14, -0.2, -7, 4, -2.3, 1.9, -11
- O=C(O)c1ccc2ccc3ccccc3c2c1
    2, /, /, 9, 3.7, -7, -5, -1.8, -0.7, 1
- COc1ccc(CCNC(=O)C(=O)NCC2OCCN2S(=O)(=O)c2cc(F)ccc2F)cc1 (centres undefined)
    0, -5, 2, 0, 1.6, 0, -5, -1.2, -0.3, 7
- O=C(Nc1ccc2sccc2c1)c1cccc(N2C(=O)CCC2=O)c1
    -1, 1, -3, 4, 2.4, 9, 3, -5.3, /, 16
- Cc1ccc(/C(O)=C2\C(=O)C(=O)N(C)C2c2ccc(Br)cc2)cc1 (centres undefined)
    1, ?, 9, -5, -0.2, -1, -3, 1.1, -0.1, 7
- O=C(CNS(=O)(=O)Cc1ccccc1)NNc1ccccc1
    -1, -10, /, 7, /, /, /, -1.2, -2.6, /
- Cn1c(CNC(=O)C2CCC(=O)N(CCc3cccc(F)c3)C2)nc2ccccc21 (centres undefined)
    2, 2, 1, 18, -0.7, 2, 0, -3.6, 0.7, -6
- CCC1(CC)NC(=O)N(CC(=O)Nc2ccc(C)cc2C)C1=O
    4, -9, /, 0, 0.1, 2, 3, -2.4, -0.2, -19
- O=C(Nc1ccc2c(c1)Cc1ccccc1-2)c1ccc(Br)o1
    2, 2, 4, 5, -1.8, -13, 5, -1.0, 0.1, -15
- O=C(COc1ccccc1)NC(NC(=S)Nc1ccccc1C(=O)O)C(Cl)(Cl)Cl (centres undefined)
    21, 5, 19, -8, 1.1, 3, 11, -4.1, -1.9, -3
- O=C(CCCOc1ccccc1)N1CCCc2ccccc21
    -1, 8, -20, -13, 1.4, -2, 4, -0.9, -0.4, -12
- CN1CC2(C(=O)c3ccccc3)CN(C)CC(C(=O)c3ccccc3)(C1)C2
    -2, 2, -5, -4, -0.8, 1, -13, -3.0, -0.7, -6
- C=CCNC(=O)COC(=O)CCC(=O)c1cccs1
    1, -3, 16, -13, -0.5, 11, 3, -2.3, -3.1, -5
- CCCn1c(CCC(=O)O)ccc1-c1cccs1
    35*, -11, 2, -5, 1.0, 1, 10, -2.1, -1.2, -9
- COc1cc2c(cc1OC)C13CCN4CC5=CCOC(CC(=O)O)C(C5CC41)C3N2 (centres undefined)
    -3, -9, /, 10, /, /, 8, 0.4, /, -7

Some of these compounds in order of count of non-hydrogen atoms, rising.
Every second line gives: Mtb FBA inh, BoNT-F LC inh, VHR inh abs, CCHFV vOTU inh, Mtb UGM inh, Rv3671c protease, GDH-TPI inh, FadD28 binding, BioA inh, MazEF act
- O=C(O)c1ccc2ccc3ccccc3c2c1
    2, /, /, 9, 3.7, -7, -5, -1.8, -0.7, 1
- CCCn1c(CCC(=O)O)ccc1-c1cccs1
    35*, -11, 2, -5, 1.0, 1, 10, -2.1, -1.2, -9
- C=CCNC(=O)COC(=O)CCC(=O)c1cccs1
    1, -3, 16, -13, -0.5, 11, 3, -2.3, -3.1, -5
- O=C(Nc1ccc2c(c1)Cc1ccccc1-2)c1ccc(Br)o1
    2, 2, 4, 5, -1.8, -13, 5, -1.0, 0.1, -15
- CCC1(CC)NC(=O)N(CC(=O)Nc2ccc(C)cc2C)C1=O
    4, -9, /, 0, 0.1, 2, 3, -2.4, -0.2, -19
- Cc1ccc(/C(O)=C2\C(=O)C(=O)N(C)C2c2ccc(Br)cc2)cc1 (centres undefined)
    1, ?, 9, -5, -0.2, -1, -3, 1.1, -0.1, 7
- O=C(Nc1ccc2sccc2c1)c1cccc(N2C(=O)CCC2=O)c1
    -1, 1, -3, 4, 2.4, 9, 3, -5.3, /, 16
- CN1CC2(C(=O)c3ccccc3)CN(C)CC(C(=O)c3ccccc3)(C1)C2
    -2, 2, -5, -4, -0.8, 1, -13, -3.0, -0.7, -6
- O=C(COc1ccccc1)NC(NC(=S)Nc1ccccc1C(=O)O)C(Cl)(Cl)Cl (centres undefined)
    21, 5, 19, -8, 1.1, 3, 11, -4.1, -1.9, -3
- COc1cc2c(cc1OC)C13CCN4CC5=CCOC(CC(=O)O)C(C5CC41)C3N2 (centres undefined)
    -3, -9, /, 10, /, /, 8, 0.4, /, -7
- CCCCOc1ccc(-c2nnn(CC(=O)NCCc3c[nH]c4ccccc34)n2)cc1
    -7, -6, 9, 14, -0.2, -7, 4, -2.3, 1.9, -11
- COc1ccc(CCNC(=O)C(=O)NCC2OCCN2S(=O)(=O)c2cc(F)ccc2F)cc1 (centres undefined)
    0, -5, 2, 0, 1.6, 0, -5, -1.2, -0.3, 7

Remaining list, next part:
Every second line gives: Mtb FBA inh, BoNT-F LC inh, VHR inh abs, CCHFV vOTU inh, Mtb UGM inh, Rv3671c protease, GDH-TPI inh, FadD28 binding, BioA inh, MazEF act
- CCCCn1c(SCC(=O)N2CCCC2=O)nc2cc(S(N)(=O)=O)ccc21
    0, -7, /, 12, -0.1, 2, 1, -4.8, 1.4, 7
- O=C(Oc1ccccc1-c1csnn1)c1cccs1
    -2, -2, 12, 5, 0.5, 0, -3, -4.0, /, 0
- O=C(O)c1ccc(COc2ccc3ccccc3c2/C=C2/NC(=O)N(c3ccccc3)C2=O)cc1
    1, 1, -7, 18, 2.1, -16, 5, -3.6, 1.4, -3
- Cc1cc(C(=O)Cn2nc(C(=O)O)c3ccccc3c2=O)c(C)n1-c1ccc(F)cc1
    0, -6, -10, -6, -0.2, -14, 11, -2.7, /, -11
- Nc1ncnc(Nc2cccc(F)c2)n1
    0, 2, 2, -9, -4.7, 14, 5, -3.5, /, -6
- Cc1ccc(NS(=O)(=O)c2ccc3c(c2)NC(=O)CCS3)c(Br)c1
    1, 4, -5, 15, -0.1, -10, 10, -0.3, -0.6, 4
- COC(=O)C(NC(=O)c1ccco1)(Nc1nc(C2CC2)cs1)C(F)(F)F (centres undefined)
    -4, 18, 5, 5, 0.2, 6, 7, -1.0, 0.8, -9
- Cc1nc(N=C(N)N)nc2ccccc12
    6, -5, 15, -3, 3.8, 4, 8, -2.3, /, -18
- Cc1ccc(CCNS(=O)(=O)c2ccc3c(c2)NC(=O)C(C)C(=O)N3)cc1 (centres undefined)
    -1, -2, 21, 19, 1.7, -6, -8, -2.7, 0.9, -3
- CCc1ccccc1NC(=O)c1cccc(N2C(=O)C3C4CCC(C4)C3C2=O)c1 (centres undefined)
    1, -2, 3, -2, -2.4, 6, -7, -3.8, -1.1, 4
- O=C(COc1ccccc1Cl)Nc1cc(Cl)ccc1Oc1ccccc1
    -3, 3, -11, -4, 4.2, 5, 2, -0.8, -2.2, 1
- CCOC(=O)c1cc(C)sc1NC(=O)CSC1=NCCS1
    3, 6, 17, 6, -0.6, -7, 9, -2.5, 0.0, -4
- S=C(NCc1ccccc1Cl)NC1CCCC1
    -3, 3, -6, 18, -5.8, -7, 5, -5.3, 0.7, -1
- O=C(/C(=C/c1ccc(Cl)cc1)c1nc2ccccc2[nH]1)c1ccccc1
    -1, 1, 9, -3, -1.2, -14, 17, -5.9, 4.1, 8
- CC(=O)N/C(=C\c1ccccc1)C(=O)OCC(=O)Nc1cc(S(=O)(=O)N(C)C)ccc1Cl
    0, -8, /, 3, /, /, -6, -2.0, /, 3
- C=CCc1cccc(/C=N/NC(=O)C[n+]2ccccc2)c1O
    -1, -9, 12, 11, -0.1, 6, 1, /, 2.3, 2
- CCc1cccc2c(C(=O)CN3C(=O)NC4(CCCCCC4)C3=O)c[nH]c12
    -2, -1, /, -4, -1.8, -10, 8, 53*, -1.1, 4
- COc1cccc(/C=C2\Oc3cc(OCC(=O)N4CCCC4)ccc3C2=O)c1OC
    5, /, -25, 17, -1.6, -7, 29, 3.0, 1.2, 7
- COC(=O)c1ccccc1Sc1snnc1C
    2, -1, 26, 1, -0.1, 5, 7, -2.3, /, -5
- N#Cc1c(C(F)(F)F)cc(-c2ccc(Cl)c(Cl)c2)nc1SCCN1CCOCC1
    6, 12, 25, /, 0.2, -12, 24, -2.0, -2.1, -116
- O=C(CC1C(=O)NCCN1CC1CCCCC1)NCc1cc(F)ccc1F (centres undefined)
    7, -5, -9, -2, 2.5, -2, 0, -2.7, /, -1
- COCCn1c(CN2CCN(C)CC2)nc2c1c(=O)n(C)c(=O)n2C
    1, 2, 38, 2, /, /, 1, -0.6, -1.3, 7
- CCOC(=O)c1cc2c(ccn2C)n1Cc1cc(C)ccc1C
    25, -16, -8, -3, -3.0, -7, 3, -0.3, 0.4, -3
- CC1CCC2(CC1)NC(=O)N(CC(=O)c1ccc[nH]1)C2=O (centres undefined)
    -1, 8, 15, 11, 1.1, 4, -8, -4.2, 0.2, 1
- CCCN1C(=O)/C(=C/c2c(NCCCOC(C)C)nc3c(C)cccn3c2=O)SC1=S
    -2, 35*, 29, /, 1.4, -14, 4, -1.2, -0.9, 436*
- CCC(C)c1ccc(OCC(=O)Nc2ccc(Cl)cn2)cc1 (centres undefined)
    0, 7, 37, 2, -0.1, -4, -2, 0.8, -2.6, -1
- Cc1ccc(-c2nn(-c3ccccc3)cc2C(=O)Nc2ccc(C(=O)O)cc2)cc1
    -1, -4, -3, -5, 0.8, -8, 8, -1.0, /, -3
- CCOc1ccccc1NC(=O)C1=C(C)NC(=O)NC1c1cccc(OC)c1OC (centres undefined)
    0, 6, 41, -2, -0.8, -2, 4, 0.1, 1.1, 8
- Cc1ccc2cc(C)c(SCC#N)nc2c1
    -1, -5, 11, -3, -1.2, -6, 4, -6.3, -2.0, 1
- CCOc1ccc(C(=O)Nc2ccc(CN3CCOCC3)cc2)cc1Cl
    -4, -4, 19, 2, 0.8, /, 10, -1.7, 4.7, 4
- CCN(CC)S(=O)(=O)c1ccc(/C=C/C(=O)N(c2ccccn2)C2CCCCC2)cc1
    -3, 0, 17, -16, 1.3, -4, 3, -1.3, -3.3, 11
- Cc1cc(O)c(C(C)C)cc1N=Cc1cc([N+](=O)[O-])ccc1O
    0, -4, -7, 21, 2.1, -1, 27, 0.3, -1.1, -12
- Cc1cc(C)c(NC(=O)C2CSCCS2)c(C)c1 (centres undefined)
    -5, 3, 22, -10, 1.6, 7, -2, -2.0, -1.6, -1
- O=c1c2ccccc2c(C=NC2CCN(Cc3ccccc3)CC2)c(O)n1Cc1ccc2c(c1)OCO2
    /, /, 20, 31*, -0.8, -8, /, /, /, /
- COCCNC(=O)C1(C)CCCN(C(=O)c2cccc(Cl)c2)C1 (centres undefined)
    1, 7, /, 4, /, /, 5, 0.0, -1.1, /
- CN(C)S(=O)(=O)c1cccc(C(=O)Nc2ccccc2)c1
    1, -5, 6, 3, 0.5, -8, -4, -0.5, /, 7
- CC1(C)CC2CC(C)(CN2C(=O)COC(=O)c2ccc(NC(=O)CC#N)cc2)C1 (centres undefined)
    1, /, /, 25, 1.3, -15, -4, -2.8, -1.7, 3
- S=C(NCCCc1ccccc1)Nc1ccc(Cl)cc1
    -7, -7, 3, -11, 0.2, -12, 5, -6.0, /, 10
- COc1ccc(CNC(=O)C(NC(C)=O)C(=O)Nc2ccc(OC)cc2)cc1 (centres undefined)
    1, -25, 25, 12, -1.1, -4, 9, 1.2, -0.7, 2
- Cc1nc2cc(-c3ccc(Br)cc3)[nH]n2c(=O)c1Cl
    1, 2, 4, -8, -0.4, /, 8, -1.6, -0.2, 5
- Cc1ccccc1CN(C)CC(=O)Nc1ccccc1Oc1ccccc1
    3, -2, 3, 5, -0.8, 8, 6, -0.6, 0.1, 5
- NC(=O)CCSC(=S)N1CCOCC1
    2, -4, 8, -8, 2.2, 2, 0, 0.2, -2.4, -21
- COc1ccc(OC)c(-n2cnc3cc(C(=O)NCCCN4CCOCC4)ccc32)c1
    0, -8, 7, /, -1.7, -18, 6, -1.2, -0.2, 0
- COC(=O)c1cc(Nc2cc(C)nc3ncnn23)cc(C(=O)OC)c1
    2, 0, 8, 7, -1.0, -4, -2, -0.8, -0.1, 4
- COc1ccc(CNC(=O)CN(Cc2ccc(OC)cc2)C(=O)CCC(=O)Nc2ccccn2)cc1
    4, 2, -4, 10, 1.8, 0, -4, -0.3, -0.9, -1
